From PubChem BioAssay
TRAIL sens C8: sensitizes caspase-8 expressing cells to TRAIL. inhibition (viability loss, TRAIL sensitization), % at 10 µM. AID 624354. NB7+C8 cells + TRAIL, ATPlite viability luminescence. hit rate 1% among 360,000;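 active means compounds causing at least 50% loss of cell viability in the single-dose screen, relative to plate controls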
HIF-2a inh: blocks HIF-2a reporter activity | 786-0 RCC cells HIF-2a reporter, luciferase luminescence, overnight | inhibition, % at 18.8 µM | hit rate 0.72% among 360,000 | AID 624352;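 active means inhibition of the luminescence signal of 40% or more relative to plate controls, in a single-dose primary screen at 18.75 µM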
Shn3 3UTR inh: Schnurri-3 reporter inhibition in Clone20 osteoblasts | Clone20 osteoblast Shn3 3'UTR firefly luciferase, 24 h | inhibition, % at 12.5 µM | hit rate 0.52% among 360,000;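 active means mean inhibition of at least 75% with every replicate also reaching 75%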;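 further: 0% = median of neutral control wells and 100% = pilot-screen positive control compound; some compounds past the cut are filed as inactive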
TROY NFkB inh: inhibitors of TROY-dependent NF-kB signaling | Q293 LMP1-TROYcd NF-kB luciferase reporter, 4 h | inhibition, % at 10 µM | hit rate 0.98% among 360,000 | AID 1347056;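 active means compounds whose plate-normalised and pattern-corrected inhibition of the luciferase reporter signal at the single screening dose is 50% or more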
CF NFkB inh: inhibitors of cystic fibrosis induced NF-kB | KKLEB NF-kB-GFP reporter, PAF-induced, GFP fluorescence overnight | inhibition, % at 5 µM | hit rate 0.86% among 360,000 | AID 588850;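 active means at least 50% inhibition at 5 µM, scaled per plate between neutral and stimulator controls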;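 further: PAF is a Pseudomonas aeruginosa culture filtrate used as stimulus; plate controls were PAF-stimulated DMSO wells for no effect and unstimulated DMSO wells for full effect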
KKLEB tox: reduces viability of KKLEB cystic fibrosis airway cells; KKLEB CF airway cells viability, ATPlite luminescence, overnight; stronger effect = lower value; cells stimulated with P. aeruginosa culture filtrate; activity change (cytotoxicity), % at 5 µM; hit rate 0.36% among 360,000;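 active means corrected activity change at or below -50% at 5 µM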
TWEAK-Fn14 inh: blocks TWEAK-Fn14 interaction in a reporter cell assay; TWEAK-stimulated Fn14 reporter cells, luciferase luminescence, 8 h; inhibition, % at 10 µM; hit rate 2% among 360,000; AID 1159606; in the data active means inhibition above about 50%
MITF TRPM1 inh: reduces MITF-dependent TRPM1 promoter luciferase signal; SK-MEL-5 TRPM1 promoter luciferase, 24 h; inhibition, % at 12.5 µM; hit rate 0.83% among 330,000;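 active means mean inhibition across replicates of 60% or more, whatever share of single replicates reaches that level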; further: values of inactives mirror those of a sister screen read the other way
Peg3 promoter: inhibitors of Peg3 promoter; HeLa PEG-Prom luciferase reporter, luminescence, overnight; inhibition, % at 20 µM; hit rate 1.7% among 360,000; AID 588405;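 active means inhibition of at least 50% at 20 µM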
NR2E3 ag-1: human photoreceptor-specific nuclear receptor agonism. CHO-S Gal4-NCOR/VP16-NR2E3 two-hybrid, luciferase. AID 602229. Q9Y5X4. inhibition of corepressor binding, % at 3.98 µM. hit rate 0.35% among 360,000;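 active means inhibition above the mean of all tested compounds plus 3 SD, cut at about 70% in these data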;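 further: 0% = DMSO with NR2E3 transfected cells and 100% = cells lacking NR2E3 construct; higher means lower luciferase signal from less NR2E3 corepressor binding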
Target sequence (Q9Y5X4 whole entry, looked up, the tested form may be a part): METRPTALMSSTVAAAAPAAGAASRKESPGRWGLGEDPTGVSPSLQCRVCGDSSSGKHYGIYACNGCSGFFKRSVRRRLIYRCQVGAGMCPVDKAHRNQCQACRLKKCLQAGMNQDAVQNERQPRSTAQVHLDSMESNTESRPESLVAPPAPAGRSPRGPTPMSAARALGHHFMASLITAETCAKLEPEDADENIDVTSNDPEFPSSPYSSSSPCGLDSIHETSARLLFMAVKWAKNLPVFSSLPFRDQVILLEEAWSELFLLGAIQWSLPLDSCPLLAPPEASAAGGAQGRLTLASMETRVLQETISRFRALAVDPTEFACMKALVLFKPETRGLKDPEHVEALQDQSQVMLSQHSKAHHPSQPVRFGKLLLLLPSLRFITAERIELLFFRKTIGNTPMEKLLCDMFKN
NR2E3 ag-2: NR2E3 (human) agonism; GST-NR2E3/biotin-RetCOR TR-FRET, 1536-well; hit rate 0.12% among 320,000; AID 2300; inhibition of corepressor binding, % at 4.78 µM;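 active means percent inhibition above the cutoff of mean plus 3 SD of all tested compounds, set per screening campaign, cut at about 20% in these data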;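 further: 0% = DMSO wells and 100% = biotin wells as full block of FRET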
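Material: NR2E3–RetCOR corepressor complex / Incubation: Compound–protein incubation for 5 h at 4 °C / Dosing: compound at 4.8 µM, single dose / Detection: time-resolved FRET / Benchmarks: high control biotin, low control 0.6% DMSO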
* = called active by the depositor; · = no result given; & = joins results of further samples; ! = repeats disagree.

molecule	TRAIL sens C8	HIF-2a inh	Shn3 3UTR inh	TROY NFkB inh	CF NFkB inh	KKLEB tox	TWEAK-Fn14 inh	MITF TRPM1 inh	Peg3 promoter	NR2E3 ag-1	NR2E3 ag-2
Cc1ccccc1N1CC(C(=O)N2CC(C)CC(C)C2)CC1=O (configuration not stated)	-17	-2	-25	-9	-39	6	-3	7	10	-4	0
CN1/C(=C\C(=O)C(F)F)C(C)(C)c2ccccc21	-14	12	1	2	3	-12	1	5	4	4	3
O=C(NCCCN1CCCCC1)C1CCC(CNS(=O)(=O)c2cccc3nsnc23)CC1 (configuration not stated)	4	0	10	6	-15	8	-7	-2	6	-11	1
CC(=O)[C@@H]1[C@@H](C(=O)c2ccc(F)cc2)[C@]2(C(=O)Nc3ccccc32)[C@H]2C=Cc3cc(F)ccc3N12	-5	0	11	-18	-8	7	13	26	21	7	2
O=C(COC(=O)c1cc([N+](=O)[O-])ccc1NCCO)NCc1cccs1	4	16	1	5	-22	14	-9	-3	2	-5	5
COc1ccc(NC(=O)C2CCCN2c2nn3c(=O)cc(C)nc3s2)cc1 (configuration not stated)	0	7	-2	1	-6	5	-23	12	-1	-32	3
COc1ccc(S(=O)(=O)N2CCN(c3ccc(C)cc3C)CC2)cc1OC	0	7	35	22	-15	3	8	0	-4	53	0
O=C(N/N=C/c1cccc([N+](=O)[O-])c1)c1ccc2c(c1)OCCO2	68*	-166	-82	-42	22	-8	4	-50	-246	-114	1
CCCCSc1nnc2nc(C)cc(C)n12	1	-53	-4	-14	-12	6	-4	-5	-48	-10	3
COc1cc(C(=O)N=c2sccn2C)c([N+](=O)[O-])cc1OC	-13	-3	-13	-12	22	-5	-4	-5	8	13	·

3 entries out of the list above, sorted by the number in Peg3 promoter, smallest number first:
compound	HIF-2a inh	Shn3 3UTR inh	CF NFkB inh	TWEAK-Fn14 inh	MITF TRPM1 inh	Peg3 promoter	NR2E3 ag-1	NR2E3 ag-2
COc1ccc(S(=O)(=O)N2CCN(c3ccc(C)cc3C)CC2)cc1OC	7	35	-15	8	0	-4	53	0
COc1cc(C(=O)N=c2sccn2C)c([N+](=O)[O-])cc1OC	-3	-13	22	-4	-5	8	13	·
Cc1ccccc1N1CC(C(=O)N2CC(C)CC(C)C2)CC1=O (configuration not stated)	-2	-25	-39	-3	7	10	-4	0

The results go on:
molecule	TRAIL sens C8	HIF-2a inh	Shn3 3UTR inh	TROY NFkB inh	CF NFkB inh	KKLEB tox	TWEAK-Fn14 inh	MITF TRPM1 inh	Peg3 promoter	NR2E3 ag-1	NR2E3 ag-2
CSc1nnc(NC(=O)c2ccco2)s1	9	-70	-47	-45	-4	6	7	-17	-28	-63	0
COc1ccc(CC(=O)Oc2cc(C)[nH]c(=O)c2[N+](=O)[O-])cc1	9	7	0	14	-8	-2	-2	1	15	-3	0
COC(=O)c1sc(S(=O)(=O)Nc2ccc(C)c(C)c2)c(C(=O)OC)c1C	1	-4	14	-12	-19	-4	10	16	-4	8	3
COc1cc(OC)cc(C(=O)Nc2nc(CC(=O)NCCc3ccccc3)cs2)c1	3	-16	11	16	-8	2	14	7	18	-11	-2
CC1(OC(=O)CCc2ccccc2)C(=O)C=C2C=C(c3ccc(C#N)cc3)N(CCc3c[nH]c4ccccc34)C=C2C1=O (configuration not stated)	18	6	23	15	3	0	-8	27	-4	-19	0
CCOC(=O)N1CCN(C(=O)c2ccc3c(c2)NC(=O)C(N2CCOCC2)S3)CC1 (configuration not stated)	-14	1	5	5	-2	3	-4	8	-1	-15	5
Cc1ccc(S(=O)(=O)N2CC(O)CC2C(=O)OCC(=O)Nc2ccc([N+](=O)[O-])cc2C(F)(F)F)cc1C (configuration not stated)	-3	0	-1	0	5	2	-14	2	-9	-4	·
Cn1c(N)c(C(=O)CCl)c(=O)n(Cc2ccccc2)c1=O	90*	28	-6	-4	-2	-6	-1	10	27	9	4
Cc1cc(C)c(S(=O)(=O)N2CCCC(C(=O)N3CCCC3)C2)c(C)c1 (configuration not stated)	-16	13	-17	-18	-6	12	0	-4	9	8	1
C=C(C)c1cccc(C(C)(C)NC(=O)N2CCC(C)CC2)c1	-11	10	0	-8	-3	3	0	2	23	12	3
CCN1CCN(Cc2ccc(NC(=O)c3cc(NC(=O)C(=O)c4c[nH]c5ccccc45)cc(OC)c3)cc2C(F)(F)F)CC1	93*	-85&-76	33&-1	-4&28	-2&39	7&-28	76*!	58	94*	-7&-28	1
C=C(C)c1nc(N)nc(N)n1	7	5	-14	-25	9	5	-9	6	-4	-25	3
Cc1nc(Cl)c2c(n1)NC(=O)CO2	16	13	19	18	-5	-6	0	·	16	-13	4
O=S(=O)(NC(=NC1CCCCC1)c1ccccc1)c1ccccc1	0	16	7	1	-2	-5	12	-5	8	-9	2
Cc1ccc(CNC(=O)C2c3ccccc3C(=O)N3CCc4ccccc4C23)o1 (configuration not stated)	-3	-15	-18	1	-1	2	-4	0	16	9	0
CCOC(=O)c1oc2c(CN3CCCCC3C)c(O)ccc2c(=O)c1-c1ccc(OC)c(OC)c1 (configuration not stated)	-6	20	-6	-4	8	-9	2	-2	11	18	0
O=C(COc1ncnc2ccc(Br)cc12)Nc1ccc(N2CCOCC2)cc1	-5	11	-12	-11	0	2	3	5	3	-2	0
O=C(O)C(CCCCNS(=O)(=O)c1ccc(F)cc1)NS(=O)(=O)c1ccc(F)cc1 (configuration not stated)	-20&-5	8&4	8&14	18&9	-17&-2	0&4	1&19	-4&10	11&12	10&-39	0&6
COc1ccc(-n2c(C)ccc2C)c([N+](=O)[O-])c1	-5	9	-2	6	4	13	7	13	0	-21	3
Cc1cccc(C(=O)NCCN(C)C)c1	-3	5	-4	1	0	2	-6	7	7	10	-1
O=C(NCc1ccc(F)cc1)C(c1ccncc1)N(C(=O)c1csnn1)C1CC1 (configuration not stated)	-1	15	-9	-10	2	5	-7	-13	-8	-11	-3
O=C(CCC(=O)N1CCOc2ccccc21)NCCCN1CCN(Cc2ccccc2)CC1	-8	10	-15	-3	17	-22	13	·	15	-10	5
COc1ccc(NC(=O)CS(=O)(=O)c2ccc(F)cc2)cc1	1	-70	-26	-4	-22	1	21	-13	-14	-38	2
O=C(NCc1ccncc1)C(=O)NCC1OCCN1S(=O)(=O)c1ccc(F)cc1 (configuration not stated)	4	3	11	-13	10	-11	7	8	1	-23	-1
COc1ccc(-c2nnn(CC(=O)NCCc3c[nH]c4ccccc34)n2)cc1OC	-3	15	7	11	0	-8	-8	0	-25	4	0
NC(=O)c1ccccc1N(Cc1ccccc1)S(=O)(=O)c1ccccc1	-1	19	19	10	-11	13	6	-5	5	-12	-1
Cc1cccc[n+]1CC(=O)Nc1ccc([N+](=O)[O-])cc1Cl	-8	-1	-11	1	-12	-9	11	9	8	-2	3
NS(=O)(=O)c1cc(C(=O)Nc2ccc3c(c2)OCCCO3)ccc1Cl	1	-133	-28	-24	-3	-3	9	-53	-87	-29	0
COc1ccc(S(=O)(=O)n2nc(-c3ccc(Cl)cc3)cc2N)cc1OC	8	14	27	-3	24	-6	-4	-8	26	6	-1
Cc1cc(C)n2nc(C(=O)OCC(=O)c3ccc(F)cc3)nc2n1	-2	-25	-35	-47	-4	8	-37	-10	-39	-17	-1
O=C(CCCCC(=O)NNC(=O)COc1ccccc1)NNC(=O)COc1ccccc1	4	11	-10	6	-5	3	17	19	-5	4	0
CCc1ccc(-c2cc(C(=O)N3N=C(C(F)F)CC3(O)C(F)F)c3ccccc3n2)cc1 (configuration not stated)	26	-250	-4	-30	3	0	-13	-27	-80	-63	2
CN(CCOc1ccc(CC2SC(=O)NC2=O)cc1)c1ccccn1 (configuration not stated)	8&2	-31&-32	1&-25	-13&-27	4&11	-12&7	0&-8	-14&-27	-30&-27	-30&-4	2&0
Cc1ccc2nc(N3CCN(Cc4nnnn4C4CCCC4)CC3)c(C#N)cc2c1	-19	25	8	-4	4	12	8	-2	18	0	4
COc1ccccc1-c1noc(CCCC(=O)N2CCOCC2)n1	10	16	-5	-21	-8	-5	7	·	0	5	0
CCOC(=O)c1cc2nc(-c3ccccc3)cc(C)n2n1	-7	3	-4	12	-3	6	-20	6	22	0	3
Cc1ccc(S(=O)(=O)c2nc(-c3ccco3)oc2SC(C)C)cc1	1	-3	16	11	16	-9	10	-3	7	-6	-9
COc1ccc(NC(=O)C/C(C)=N/NC(=O)C2CCCCC2)c([N+](=O)[O-])c1	-6	12	1	2	1	3	-17	13	0	-18	-3
COC(=S)N/C(=N\S(=O)(=O)c1ccc(Cl)cc1)c1ccccc1	-7	5	-16	8	-4	5	3	-1	8	-2	-1
CCOC(=O)C(=CNc1ccc2c(c1)nnn2-c1ccc(Cl)cc1)C(=O)OCC	4	17	13	12	-12	4	-35	11	10	-23	-2
CCc1ccc(N2CC(C(=O)OCC(=O)c3c(N)n(CC(C)C)c(=O)n(C)c3=O)CC2=O)cc1 (configuration not stated)	4	21	9	0	34	-9	-27	10	-27	-9	-1
CCN(CC(=O)NCc1cccnc1)S(=O)(=O)c1ccc(OC)cc1	9	13	14	1	-5	1	2	-5	16	-25	10
CCN1C(=O)[C@H]2[C@@H](c3ccc(Cl)cc3)N3C(=O)CN(CC4CC4)C(=O)[C@@]3(Cc3ccccc3)[C@H]2C1=O	-8	4	-8	-13	-6	15	-2	1	-1	14	-1
Cc1cccc(NC(=O)CSc2ncnc3nc[nH]c23)c1C	-33	-5	-5	9	3	-6	2	5	9	-21	-2
Cc1[nH]c(C)c(S(=O)(=O)Nc2ccccc2Cl)c1C(=O)N1CCCC1	-11	5	4	5	-7	8	18	0	11	6	1
CN(C)c1ccc(N=Cc2nc(-c3ccccc3)oc2O)cc1	-1	-218	2	-38	-19	5	-16	-9	-233	-12	-5
Cc1cc(C(=O)Nc2ccc3nc(C)sc3c2)c2ccccc2n1	0	2	-6	-1	9	-2	2	11	-9	-16	-2
O=C(CSc1ccc(-c2ccc(Cl)cc2)nn1)NC1CCCC1	12	-9	6	13	3	-5	-7	0	3	36	0
COC(=O)c1ccc(N2CCOCC2)c(NC(=O)c2cc3ccccc3o2)c1	-11	15	-3	3	10	-4	-13	2	3	-2	·
CCCc1nc(NCCO)c(C#N)c2c1CCCC2	15	8	-4	-5	6	6	13	·	9	-17	-1

(more compounds)
molecule	TRAIL sens C8	HIF-2a inh	Shn3 3UTR inh	TROY NFkB inh	CF NFkB inh	KKLEB tox	TWEAK-Fn14 inh	MITF TRPM1 inh	Peg3 promoter	NR2E3 ag-1	NR2E3 ag-2
NNC(=O)CN1C(=O)Nc2ccc(Br)cc2C1c1ccccc1 (configuration not stated)	-1	15	-4	3	-2	21	5	4	9	-12	1
Cc1ccc(-c2n[nH]c(=S)c3ccccc23)cc1	6	1	-11	-8	-4	2	8	8	-2	-28	3
CC(C)c1nnc(NC(=O)CC23CC4CC(CC(C4)C2)C3)s1	-3	9	14	-12	-2	0	-14	·	7	-7	1
CCC1C(c2ccccc2)N(C)C(c2ccccc2)CC1(O)c1ccccc1 (configuration not stated)	-4	33	10	2	26	3	9	6	35	-17	0
COC(=O)[C@@H](C)NC(=O)c1ccc2oc(CCc3ccccc3)nc2c1	21	-258	-64	-6	-28	-11	-21	-78	-241	-101	2

Only part of the results is shown (hit frequency here may not be typical).
